All columns: NCI-60 one-dose screen, growth in % after 48 h at 10 µM unless noted; 100 = growth as untreated, 0 = no growth, -100 = all killed.
NCI-H23: NCI-H23 lung cancer; 80,000 compounds, 4% hits
NCI-H226: NCI-H226 lung cancer; 79,000 compounds, 3.5% hits
ACHN: ACHN renal cancer | 81,000 compounds, 4.9% hits
RXF 393: RXF 393 renal cancer cells; 77,000 compounds, 6.9% hits
NCI-H522: NCI-H522 lung cancer. 78,000 compounds, 8% hits. AID 1794739
NCI-H460: NCI-H460 lung cancer; 82,000 compounds, 6.8% hits
NCI/ADR-RES: NCI/ADR-RES ovarian cells | 81,000 compounds, 4.4% hits | AID 1794790
CAKI-1: CAKI-1 renal cancer; 75,000 compounds, 4.7% hits
A498: A498 renal cancer cells; 76,000 compounds, 5.4% hits; AID 1794774
An asterisk follows results filed as active; nt = no result given; & = joins results of further samples. How the source made its calls: active means growth percent below 10; inactive means the rest. Rows were taken by chance. About 12% of those tested had a hit in this group.

SMILES	NCI-H23	NCI-H226	ACHN	RXF 393	NCI-H522	NCI-H460	NCI/ADR-RES	CAKI-1	A498
Nc1c(C(=O)Nc2ccccc2-c2cn(CCCN3CCOCC3)nn2)sc2nc3c(cc12)CCCCC3	93	93	99	93	101	99	91	85	114
COc1ccccc1C1CC(c2ccccc2)=NN1C(=O)c1ccc(S(C)(=O)=O)cc1 (stereo not given)	96	87	101	103	71	107	109	77	117
O=C(Cn1cc(CN2C(=O)c3ccc([N+](=O)[O-])cc3C2=O)nn1)Nc1ccccc1Br	98	104	108	119	102	108	99	103	101
O=C(Nc1ccccc1[N+](=O)[O-])c1ccc(Cl)c(Cl)c1	87	80	95	88	70	93	87	93	59
CCOC(=O)c1csc2ncc(-c3ccc(Br)cc3)n12	78	98	95	116	86	107	92	94	nt
CCCS(=O)(=O)Nc1ccc(OCc2nnc(-c3ccccc3)o2)c(F)c1	103	90	89	101	90	100	91	nt	87
O=c1[nH]nc(-c2ccc(Cl)c(Cl)c2)cc1Cc1ccccc1[N+](=O)[O-]	96	93	94	104	99	104	101	82	91
CCN(CC)c1ccc(/C=N/NC(=O)c2ccc(S(N)(=O)=O)cc2)cc1	25	45	15	-6.1*	19	7.2*	54	23	44
O=C(Oc1ccccc1C1N(c2ccc(Cl)cc2)C(=O)C1(c1ccccc1)c1ccccc1)C(c1ccccc1)c1ccccc1 (stereo not given)	76	85	110	109	76	102	104	nt	98
CCCC(CCC(N)=O)(CCC(N)=O)[N+](=O)[O-]	101	101	103	113	77	94	103	92	97
C=C(C)[C@@H]1C[C@@H]2Cc3cc(Cl)cc(Cl)c3N1O2	104	112	108	116	89	111	109	98	79
O=c1nc(-c2ccccc2)c2cc(-c3ccc(C(F)(F)F)cc3)ccc2[nH]1	94	89	93	87	68	90	101	96	105
O=C(O)CNC(c1ccccc1)(c1ccccc1)c1ccccc1	103	91	105	97	90	112	100	nt	120
Nc1nc2c([nH]c(=S)n2[C@@H]2O[C@H](CO)[C@@H](O)[C@H]2O)c(=O)[nH]1	99	103	103	104	92	108	104	97	107
O=C(O)C(S)c1ccc2ccccc2c1 (stereo not given)	104	101	100	111	92	105	109	103	109
CC(=O)O[C@@H]1C(=O)N(c2cnccn2)[C@H]1c1ccccc1[N+](=O)[O-]	nt	39	21	63	-46*	-5.1*	27	25	-20*
COc1ccc(C(=O)c2sc3nc(N)c(C#N)cc3c2N)cc1OC	92	77	88	91	90	100	96	77	127
c1coc(-c2nc(N=C3N=c4ccccc4=N3)[nH]c2-c2ccco2)c1	89	89	94	114	91	104	101	97	111
CN(NC1CCC(=O)N1)c1ccccc1 (stereo not given)	102	97	107	118	96	100	108	84	106
Cc1ccc2[nH]c(=O)c(/C=N/Nc3nc(-c4ccccc4)cs3)c(O)c2c1	109	103	102	134	92	101	106	75	109

Some of the entries so far, with two lines to a compound:
Every second line gives: NCI-H23	NCI-H226	ACHN	RXF 393	NCI-H522	NCI-H460	NCI/ADR-RES	CAKI-1	A498
- Nc1nc2c([nH]c(=S)n2[C@@H]2O[C@H](CO)[C@@H](O)[C@H]2O)c(=O)[nH]1
→ 99	103	103	104	92	108	104	97	107
- O=C(O)C(S)c1ccc2ccccc2c1 (stereo not given)
→ 104	101	100	111	92	105	109	103	109
- CC(=O)O[C@@H]1C(=O)N(c2cnccn2)[C@H]1c1ccccc1[N+](=O)[O-]
→ nt	39	21	63	-46*	-5.1*	27	25	-20*
- C=C(C)[C@@H]1C[C@@H]2Cc3cc(Cl)cc(Cl)c3N1O2
→ 104	112	108	116	89	111	109	98	79

Next part.
SMILES	NCI-H23	NCI-H226	ACHN	RXF 393	NCI-H522	NCI-H460	NCI/ADR-RES	CAKI-1	A498
CCN(CC)Cc1nc2ccccc2c(=O)n1/N=C/c1ccc(OC)cc1	101	110	104	112	96	105	106	94	94
Cc1nn(-c2ccccc2)c2ncnc(Nc3ccc(OCCCBr)cc3)c12	99	101	109	102	46	123	102	92	nt
COc1cccc(C2C3=C(COC3=O)N(CCO)c3cc4c(cc32)OCCO4)c1 (stereo not given)	12	38	25	11	-15*	5.5*	-35*	42	-22*
CN(C)c1ccc(/C=C(\C#N)C(N)=O)cc1	97	98	104	nt	85	105	104	97	92
CCOC(=O)CSc1nc(-c2cc3ccccc3o2)cc(-c2ccc(Cl)cc2)c1C#N	99	116	100	163	72	108	106	nt	106
N#Cc1c(-c2ccc(Br)cc2)nc2n[nH]c(-c3ccc(Br)cc3)c2c1-c1cccs1	73	63	71	85	74	91	78	49	139
O=C(N/N=C/c1ccc([N+](=O)[O-])cc1)c1ccc2nc(-c3ccc(Cl)cc3)[nH]c2c1	16	55	32	32	33	5.4*	77	43	-0.5*
CC(C)=NNc1ccccn1	68	41	28	70	26	30	34	29	78
Cc1ccccc1/C=C/c1nn2c(-c3cccnc3)nnc2s1	109	112	106	102	96	105	103	94	99
CCOP(=O)(OCC)C(NC(=O)c1ccc(C)cc1)C1=NCCS1 (stereo not given)	102	104	103	108	93	107	111	97	102

3 entries out of the list, arranged by molecular weight, ascending:
SMILES	NCI-H23	NCI-H226	ACHN	RXF 393	NCI-H522	NCI-H460	NCI/ADR-RES	CAKI-1	A498
CN(C)c1ccc(/C=C(\C#N)C(N)=O)cc1	97	98	104	nt	85	105	104	97	92
CCOP(=O)(OCC)C(NC(=O)c1ccc(C)cc1)C1=NCCS1 (stereo not given)	102	104	103	108	93	107	111	97	102
COc1cccc(C2C3=C(COC3=O)N(CCO)c3cc4c(cc32)OCCO4)c1 (stereo not given)	12	38	25	11	-15*	5.5*	-35*	42	-22*

(list continues)
SMILES	NCI-H23	NCI-H226	ACHN	RXF 393	NCI-H522	NCI-H460	NCI/ADR-RES	CAKI-1	A498
Clc1ccccc1Oc1ccc(Nc2ncnc3onc(-c4ccccc4)c23)cc1	89	nt	106	105	73	101	94	93	83
O=C1c2ccccc2C23C(=C(c4cncnc4)c4cc(C(F)(F)F)ccc42)CCCN13 (stereo not given)	106	99	99	92	87	101	98	73	101
COc1cccc(NC(=O)c2c(-c3ccccc3)c(-c3ccccc3)n[nH]c2=O)c1	101	100	94	103	89	98	nt	87	97
COc1cc2cc3c(nc2cc1OC)CCN3Cc1ccc(NC(=O)c2cc(C(F)(F)F)cc(C(F)(F)F)c2)cc1	86	73	96	68	83	96	84	77	61
NC(=O)c1ccccc1C(N)=O	103	107	109	nt	84	113	109	nt	137
NS(=O)(=O)c1ccc(-n2nc(-c3ccc(Cl)cc3)ccc2=O)cc1	91	103	101	96	16	98	68	nt	102
O=C1/C=C/[C@@H](O)[C@@H]2C[C@@H](O)C[C@H]2/C=C/CCC[C@H](CCc2ccc(NC(=S)Nc3ccc4c(c3)C(=O)OC43c4ccc(O)cc4Oc4cc(O)ccc43)cc2)O1	4.7*	17	15	-30*	-31*	15	11	22	-30*
Cc1nn2c(/C=C3/C(=O)Nc4ccccc43)c(-c3ccccc3)nc2s1	88	88	nt	93	74	98	90	75	76
CCCCCCCC(CCCCCCC)C(=O)O	98	98	110	97	107	106	107	98	102
Cc1ccc(COC(=O)c2cccnc2)cc1	119	100	106	103	117	104	116	93	85
O=[N+]([O-])c1c(NCc2ccco2)ncnc1NCc1ccco1	107	99	107	108	101	104	100	108	103
O=C(CCOCc1ccccc1)OCc1ccccc1	99	93	101	99	91	84	107	94	104
Nc1c(N)c2ccccc2c2ccccc12	98	92	111	109	111	113	101	89	113
C=CCOC(=O)C1=C(C)N(CC)C(=O)N(CC)C1c1c(Cl)n(C)c2ccccc12 (stereo not given)	79	95	57	98	85	88	84	33	83
CCCCCCCCn1ncc2c(N[C@H](C)c3ccccc3)ncnc21	nt	104	101	104	92	98	103	79	82
C#Cc1ccc(C(=O)NCc2ccc(/C=C/C(=O)c3nccn3C)cc2)cc1	10	32	22	nt	26	-45*	9.5*	43	38
N#Cc1ccc(C(=O)CSc2nc(Nc3ccc(S(N)(=O)=O)cc3)c3ccccc3n2)cc1	nt	105	108	109	100	111	111	102	nt
CCOc1ccc(/C=N/N=C(N)N)cc1OCC	92	93	97	111	99	nt	109	96	101
C=CCNC(=O)SCC	111	101	110	111	88	109	114	101	94
FC(F)(F)c1cc(-c2nnc3n2NC(=NCC2CC2)CS3)cc(C(F)(F)F)c1	100	97	103	nt	nt	102	103	94	81
O=C(NC1CCCCC1)c1ccc(Cl)cc1	96	92	104	nt	96	101	101	102	82
COc1cc2nc(Sc3nnc(N)s3)n(-c3ccc(Oc4ccccc4)cc3)c(=O)c2cc1OC	93	86	95	89	76	111	103	105	81
O=C1c2cccc3cccc(c23)C(=O)N1N1C(=O)c2cccc3c(N4CCNCC4)ccc(c23)C1=O	92	99	88	101	94	72	83	92	75
COc1cc(-n2cc(-c3cc(O)c(C/C=C(\C)CCC=C(C)C)c(O)c3)nn2)cc2c1O[C@]1(C)CC[C@@H](O)C(C)(C)[C@H]1C2	26	53	17	-61*	-27*	10	17	12	11
Cc1ccc(S(=O)(=O)NCCNc2cc(-c3cn(C(C)(C)C)nc3-c3cccc(O)c3)ccn2)cc1	75	62	79	68	68	61	67	77	81
NS(=O)(=O)c1ccc(-c2cc(-c3nnc(SCC(=O)Nc4ccc(C(=O)/C=C/c5ccc(Cl)cc5)cc4)n3-c3ccccc3)c3ccccc3n2)cc1	102	97	106	93	90	98	103	77	50
CC(C)N(CCOC(=O)c1cc(Cl)cc(-c2ccccc2)c1O)C(C)C	97	90	115	98	97	105	99	97	94
OCCN1CCN=C1Cc1ccccc1	102	94	108	102	90	104	105	96	103
CCOC(=O)C(C)(C)C(C)=O	87	92	97	114	97	107	91	94	104
Cc1ccc(NS(=O)(=O)c2ccccc2)cc1	99	96	98	107	60	108	105	118	102
O=C1C=CC(=O)N1c1ccccc1[N+](=O)[O-]	96	93	101	109	88	106	105	98	90
C/C=C/C=N/NC(=S)Nc1ccccc1	91	96	99	119	83	112	99	92	120
C=C1CC[C@H]2[C@@](C)(CCC3OC(c4ccc(OCc5cn(CCOC6OC(COC(C)=O)C(OC(C)=O)C(OC(C)=O)C6OC(C)=O)nn5)cc4)OC[C@]32C)[C@@H]1/C=C/C1=CCOC1=O (stereo not given in full)	nt	90	89	104	100	110	101	85	nt
CSCCC(NC(=O)c1c(Cl)ccc(Cl)c1Cl)C(=O)O (stereo not given)	91	106	105	107	97	115	95	nt	139
O=C1O[C@H]2c3ccccc3-c3c4c(cc5c3[C@@H]2N1CC5)OCO4	97	92	106	91	87	101	95	84	75
O=[P@@]1(c2ccccc2)O[C@H](COCc2ccccc2)[C@@H](OCc2ccccc2)[C@H](OCc2ccccc2)[C@@H]1O	85	88	74	83	50	67	61	nt	79
CN(C)N=Nc1ccc2cnn(C(=O)Nc3ccc(Cc4ccccc4)cc3)c2c1	97	97	107	108	96	103	108	98	89
CC(=O)CC(c1ccccc1)c1c(C)[nH]c2ccccc12 (stereo not given)	82	90	93	104	94	106	94	78	88
Cc1ccc(NC(=O)CN2CCOCC2)cc1Cl	101	93	nt	104	76	100	103	nt	61
NS(=O)(=O)c1ccc(NC(=O)CSc2ccc(-c3ccc(Br)cc3)nn2)cc1	93	95	99	nt	99	112	101	100	152

Among those listed so far, eight have a nitro group on carbon:
SMILES	NCI-H23	NCI-H226	ACHN	RXF 393	NCI-H522	NCI-H460	NCI/ADR-RES	CAKI-1	A498
O=C(Cn1cc(CN2C(=O)c3ccc([N+](=O)[O-])cc3C2=O)nn1)Nc1ccccc1Br	98	104	108	119	102	108	99	103	101
O=C(Nc1ccccc1[N+](=O)[O-])c1ccc(Cl)c(Cl)c1	87	80	95	88	70	93	87	93	59
O=c1[nH]nc(-c2ccc(Cl)c(Cl)c2)cc1Cc1ccccc1[N+](=O)[O-]	96	93	94	104	99	104	101	82	91
CCCC(CCC(N)=O)(CCC(N)=O)[N+](=O)[O-]	101	101	103	113	77	94	103	92	97
CC(=O)O[C@@H]1C(=O)N(c2cnccn2)[C@H]1c1ccccc1[N+](=O)[O-]	nt	39	21	63	-46*	-5.1*	27	25	-20*
O=C(N/N=C/c1ccc([N+](=O)[O-])cc1)c1ccc2nc(-c3ccc(Cl)cc3)[nH]c2c1	16	55	32	32	33	5.4*	77	43	-0.5*
O=[N+]([O-])c1c(NCc2ccco2)ncnc1NCc1ccco1	107	99	107	108	101	104	100	108	103
O=C1C=CC(=O)N1c1ccccc1[N+](=O)[O-]	96	93	101	109	88	106	105	98	90

(further entries)
SMILES	NCI-H23	NCI-H226	ACHN	RXF 393	NCI-H522	NCI-H460	NCI/ADR-RES	CAKI-1	A498
ON(CCc1ccccn1)CCc1ccccn1	106	104	103	115	99	113	108	111	68
O=C(CN1C=NC2C(N3CCOCC3)=NC=NC21)c1cccc2ccccc12 (stereo not given)	103	nt	98	100	90	103	104	73	nt
Nc1cc2c(cc1Cl)-c1ccc(Cl)cc1C2=O	98	105	98	131	90	97	99	96	96
CCN(CCNS(C)(=O)=O)c1ccc(N)c(C)c1	86&99	83&93	76&28	78&72	-71*	100&107	97&90	73&39	94&104

Assay outcomes (PubChem BioAssay)
